# BH1578 lux ind: inducers of Vibrio cholerae quorum light production without autoinducers; actives 0.16% (n = 350,000); activation, % at 18.7 µM; V. cholerae BH1578 lux reporter, luminescence, 6 h; in the data active = activation mostly above about 9.7%, no sharp cut-off; inconclusive = no clear call, values can overlap the other calls; inactive = mostly below about 3.7%; note: not every result past the cut was called active; inactives centre near 0; reference of the scale not given here
# SSB-PriA inh: K. pneumoniae PriA-SSBct interaction inhibition | actives 0.6% (n = 430,000) | inhibition, % at 33 µM | AlphaScreen SSBct-PriA binding, biotinylated peptide; in the data active = inhibition mostly above about 37%, no sharp cut-off; inactive = mostly below about 20%;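 note: plate controls were negative control peptide for no effect and reference peptide for full effect; strong numbers were not always called active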
# VHR inh abs: blocks human VHR1 dual specificity phosphatase; P51452; actives 0.52% (n = 290,000); inhibition, % at 13.3 µM; recombinant VHR phosphatase, pNPP absorbance; in the data active = inhibition above about 50%; note: some compounds called inactive have numbers as strong as hits
# Target sequence (P51452 whole entry, looked up): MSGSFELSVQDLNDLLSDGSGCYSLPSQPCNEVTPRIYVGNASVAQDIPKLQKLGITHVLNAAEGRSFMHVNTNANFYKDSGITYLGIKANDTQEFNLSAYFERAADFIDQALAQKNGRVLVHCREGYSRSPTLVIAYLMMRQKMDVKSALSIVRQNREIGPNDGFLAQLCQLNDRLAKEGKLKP
# MazEF act: increases E. coli MazEF RNase cleavage of RNA; P0AE70; FAM/BHQ RNA-DNA oligo cleavage fluorescence, 5 h; activation, % at 20 µM; actives 0.32% (n = 350,000); AID 504720; in the data active = activation above about 50%
# Target sequence (P0AE70 whole entry, looked up): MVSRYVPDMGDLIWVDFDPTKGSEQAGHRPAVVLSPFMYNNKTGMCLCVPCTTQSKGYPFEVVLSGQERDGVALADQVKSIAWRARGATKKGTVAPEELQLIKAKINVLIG
# TcdB inh: TcdB glycohydrolase inhibition; inhibition, % at 9.99 µM; AID 652162; P18177; actives 0.24% (n = 350,000); TcdB glycohydrolase enzymatic assay, plate reader; in the data active = inhibition above about 10%
# Rv3671c protease: Rv3671c (M. tuberculosis) protease inhibition; P9WHR9; inhibition, % at 5.96 µM; actives 0.048% (n = 320,000); AID 2606; in the data active = inhibition above about 38%;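 note: extracellular domain of Rv3671c used as enzyme; 0% = enzyme with DMSO and 100% = no enzyme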
# PfHsp40 rescue: restores yeast growth despite PfHsp40 toxicity | S. cerevisiae expressing PfHsp40, growth rescue, ATP luminescence | growth rescue, % at 12.5 µM | actives 0.68% (n = 340,000) | AID 504582; in the data active = growth rescue above about 28%, passing the limit was not always enough; inconclusive = no clear call, values can overlap the other calls;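 note: yeast W303a lacking pdr1 and pdr3 grown in galactose medium; growth measured after three days at 30 °C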
# 3CLpro inhibitor: SARS-CoV 3CLpro protease inhibition; recombinant SARS-CoV 3CLpro, quenched FRET peptide cleavage; inhibition, % at 6 µM; AID 1706; actives 0.14% (n = 290,000); in the data active = inhibition above about 12%
# Anthrax LF inh2: inhibitors of Bacillus anthracis lethal factor protease; inhibition, % at 10 µM; P15917; actives 0.12% (n = 360,000); multiplex microsphere protease cleavage assay, LF; AID 588501; in the data active = inhibition above about 30%; inconclusive = no clear call, values can overlap the other calls; note: plate controls were buffer without enzyme for full effect and enzyme alone for no effect
# Target sequence (P15917 whole entry, looked up): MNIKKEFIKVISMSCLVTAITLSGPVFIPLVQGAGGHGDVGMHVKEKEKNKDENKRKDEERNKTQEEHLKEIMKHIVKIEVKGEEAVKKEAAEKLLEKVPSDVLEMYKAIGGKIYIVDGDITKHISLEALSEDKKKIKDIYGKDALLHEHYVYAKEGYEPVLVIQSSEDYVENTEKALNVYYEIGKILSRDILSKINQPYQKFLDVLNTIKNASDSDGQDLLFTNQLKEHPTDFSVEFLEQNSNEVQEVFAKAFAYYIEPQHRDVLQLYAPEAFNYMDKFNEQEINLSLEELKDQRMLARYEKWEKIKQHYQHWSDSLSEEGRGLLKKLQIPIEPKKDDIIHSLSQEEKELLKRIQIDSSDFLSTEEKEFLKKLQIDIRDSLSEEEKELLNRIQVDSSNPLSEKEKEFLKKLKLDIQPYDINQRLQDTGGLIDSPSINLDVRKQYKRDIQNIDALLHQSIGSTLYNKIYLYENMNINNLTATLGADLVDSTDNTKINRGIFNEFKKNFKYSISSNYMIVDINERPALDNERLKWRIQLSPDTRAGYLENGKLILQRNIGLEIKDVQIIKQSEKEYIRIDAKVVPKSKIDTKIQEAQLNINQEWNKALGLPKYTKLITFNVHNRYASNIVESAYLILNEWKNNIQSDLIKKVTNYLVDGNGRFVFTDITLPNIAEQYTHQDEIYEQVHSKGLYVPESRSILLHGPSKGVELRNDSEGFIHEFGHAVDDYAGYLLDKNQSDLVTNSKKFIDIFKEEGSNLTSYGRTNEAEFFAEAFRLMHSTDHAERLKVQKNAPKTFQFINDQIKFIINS
# Yp Topo-I inh: blocks Yersinia pestis topoisomerase I activity; AID 504884; actives 0.064% (n = 360,000); activity, % at 10 µM; Y. pestis Topo-I cleavage product accumulation, plate reader; in the data active = activity above about 50%, passing the limit was not always enough; inconclusive = no clear call, values can overlap the other calls; note: inactives centre near 2
# * marks the source's active call; other numbers are inactive results; i = inactive; ? = inconclusive; . = no result given.
SMILES,BH1578 lux ind,SSB-PriA inh,VHR inh abs,MazEF act,TcdB inh,Rv3671c protease,PfHsp40 rescue,3CLpro inhibitor,Anthrax LF inh2,Yp Topo-I inh
COc1ccc(N2CCN(Cc3nc4c(c(=O)n(C)c(=O)n4C)n3C(C)C(C)=O)CC2)cc1 (stereo not given),-0.4,-10,27,5,.,-7,-1.4,5,-2,-5
CCN(CC)S(=O)(=O)c1ccc(/C=C/C(=O)OCC(=O)NCc2ccco2)cc1,i,-4,.,0,2.6,-3,-0.9,.,1,8
O=C1CSC(c2ccccn2)N1c1ccccc1F (stereo not given),-0.1,-18,-15,-4,1.2,6,-0.1,-2,-6,8
CCN1CCN(Cc2ccc(OC(F)(F)F)cc2)CC1,i,-16,4,12,.,0,0.9,-10,-7,-15
CCn1c(/C=C/N(C)c2ccccc2)[n+](CC)c2ccc(Cl)cc21,i,5,-9,12,.,-1,-1.7,-1,-1,3
Cc1cc(C)c(NC(=O)COc2ccc(-n3cnnn3)cc2)c(C)c1,-9.2,7,29,-4,-0.3,-2,-2.2,-3,-1,-10
Cc1ccnc(NS(=O)(=O)c2cc(C(F)(F)F)ccc2Cl)c1,.,.,2,.,-1.2,5,.,-1,.,.
O=C(Nc1ncc(Cc2cccc([N+](=O)[O-])c2)s1)c1ccco1,0.1,-3,25,-4,0.3,-5,-1.5,5,0,-2
O=C1CCC(C(=O)N(CCO)Cc2ccccc2)CN1CCc1cccc(F)c1 (stereo not given),0.3,.,.,-1,0.4,.,.,.,-4,4
CCN1C(=O)CSC1=Nc1ccccc1Cl,-0.2,-20,20,1,0.7,.,-0.3,-1,-6,-5
Cc1csc(=O)n1CC(=O)OCC(=O)NC(C)c1ccc(F)cc1 (stereo not given),-0.6,0,.,7,-0.3,-2,-0.5,.,0,-1
CC1(c2ccccc2)NC(=O)N(CC(=O)N2CCN(S(=O)(=O)c3c(F)cccc3F)CC2)C1=O (stereo not given),0.7,-13,.,-16,2.5,-7,1.3,.,-1,4
CCOC(=O)c1c(C)[nH]c(C(=O)OC(C)C(=O)NC2(C#N)CCCCC2)c1C (stereo not given),i,.,.,-8,0.9,.,.,.,-3,10
CCCCN(C(=O)Cc1coc2cc(C)c(C)cc12)c1c(N)n(Cc2ccccc2)c(=O)[nH]c1=O,-1.0,2,.,-2,1.6,-13,-0.6,.,?,7
COc1ccc(-c2cc3nc(C)c(CCC(=O)NCc4ccco4)c(C)n3n2)c(OC)c1,i,-3,22,6,.,-8,-0.5,-11,-1,24
CC(C)Cn1nc(C(=O)Nc2nnc(C3CC3)s2)c2ccccc2c1=O,i,-19,.,5,-2.3,-4,-0.2,.,-8,1
CCn1cc(C(=O)NCCCN2CCN(C)CC2)c(=O)c2cc(S(=O)(=O)N3CCc4ccccc4C3)ccc21,-0.3,-15,23,1,-0.3,7,8.7,3,0,-15
COc1ccc2cc(C(=O)N3CCN(Cc4ccc5c(c4)OCO5)CC3)[nH]c2c1,-3.1,-13,6,3,2.5,-5,1.5,1,-2,24
O=c1[nH]c(N2CCN(c3ccccc3)CC2)nc2c1CCC2,i,3,8,3,.,4,-1.9,1,0,-3
COc1ccc(OC)c(S(=O)(=O)Nc2cnc3ccccc3c2)c1,-0.4,-9,15,3,.,-2,1.6,1,5,4
C/C(=N\NC(N)=S)C12CC3CC(CC(C3)C1)C2,i,.,-13,-1,.,3,0.0,3,-2,11
CCC(C)(C)n1nnnc1C(c1ccccc1OC)N1CCSCC1 (stereo not given),i,2,6,-1,0.6,5,1.2,-4,-2,5
N=c1c[n+](CC23CC4CC(CC(C4)C2)C3)[n-]o1,-2.2,-12,19,11,.,-2,-0.5,-2,2,-3
COC(=O)C1(C(=O)OC)C2C(=O)C3C(C21)C3(C(=O)OC(C)(C)C)C(=O)OC(C)(C)C (stereo not given),i,.,.,3,1.2,.,.,.,-2,5
CC1CCN(C(=O)COC(=O)CCC(=O)c2ccc(F)cc2)CC1,-0.4,-6,.,5,0.6,3,.,.,-2,3
O=C(COc1ccc2c3c(c(=O)oc2c1)CCC3)N1CCN(c2ccc(F)cc2)CC1,-2.6,-13,14,9,1.6,-4,1.0,3,0,4
N#Cc1c(NC(=S)NC(=O)c2ccccc2)sc2c1CCC2,-0.3,-3,-4,17,0.2,-7,-0.3,21*,-3,2
Cc1c(Cl)cccc1NC(=O)CCC(=O)c1cccs1,7.8,-3,36,-12,-0.1,0,0.3,-1,5,0
CCCCCC(=O)N1C[C@H](n2cc(-c3ccc(F)cc3)nn2)[C@@H](O)C[C@@H]1c1ccc(C)cc1,-0.4,.,.,8,0.7,.,.,.,4,26
O=C(COC(=O)/C=C/c1ccccc1)NC1CCCCCC1,-0.3,-9,.,4,0.8,.,-1.2,.,1,0

# Looked up above:
# Result of `COC(=O)C1(C(=O)OC)C2C(=O)C3C(C21)C3(C(=O)OC(C)(C)C)C(=O)OC(C)(C)C` (stereo not given) in Yp Topo-I inh: 5
# Result of `COc1ccc(-c2cc3nc(C)c(CCC(=O)NCc4ccco4)c(C)n3n2)c(OC)c1` in MazEF act: 6

# (list continues)
SMILES,BH1578 lux ind,SSB-PriA inh,VHR inh abs,MazEF act,TcdB inh,Rv3671c protease,PfHsp40 rescue,3CLpro inhibitor,Anthrax LF inh2,Yp Topo-I inh
Cc1cccc(NC(=O)c2ccc(Cl)c(S(=O)(=O)N3CCCCC3)c2)n1,-5.0,-17,.,4,1.1,6,-1.1,.,0,6
COC(=O)c1cc(Br)c(=O)n(CC(C)C)c1,.,-13,22,4,.,5,-1.6,-2,-2,3
COC(=O)c1[nH]c2ccccc2c1NC(=O)c1c(F)cccc1F,-0.5,0,-14,5,-0.1,12,-1.0,3,5,1
CCOC(=O)C1CCN(C(=O)C2CCN(c3ncnc4c3nc3n4CCCCC3)CC2)CC1,1.9,-9,-2,-11,1.2,3,0.4,-3,-3,26
Cc1noc(C)c1COC(=O)COc1ccc(-c2ccccc2)cc1,i,-69,12,2,0.7,-7,1.7,5,3,46
CCCNS(=O)(=O)c1ccc(OCC(=O)NCC2CCCO2)cc1 (stereo not given),-0.3,-14,26,5,2.0,1,1.2,3,2,-1
CC[C@@]1(C(=O)OC)N[C@H](CN(C)C(C)=O)[C@@H]2C(=O)N(C)C(=O)[C@@H]21,1.0,1,.,0,-9.9,0,-0.9,.,-2,3
CC(c1ccccc1F)n1cc(C(=O)NCCCn2ccnc2)nn1 (stereo not given),-0.3,-7,4,10,.,3,-2.7,2,-2,-6
Cc1cc(C)cc(N(CCC#N)C(=O)COC(=O)c2ccc(OCc3c(C)noc3C)cc2)c1,i,-2,.,10,-1.3,2,1.7,.,3,19
O=P(NC(c1ccccc1)c1ccccc1)(Oc1ccccc1)Oc1ccccc1,-0.6,-7,1,2,.,-2,0.4,-1,1,-1
COC(=O)c1ccc(NC(=O)CCN2C(=O)CSC2=O)cc1,-0.3,-8,24,4,-1.0,5,0.4,2,3,4
COCCNC(=S)N/N=C(\C)CCc1ccc2c(c1)OCO2,0.7,.,9,7,0.3,-6,35*,1,1,4
S=c1[nH]nc(NC2CCCCC2)s1,i,.,.,5,18*,.,.,.,-3,-11
NC(=O)CCN1CCN(S(=O)(=O)/C=C/c2ccccc2)CC1,-0.4,-5,27,-4,0.9,1,-1.4,-1,-2,-3
COCCNC(=O)C(c1ccc(C)o1)N(Cc1ccco1)C(=O)c1snc(C(N)=O)c1N (stereo not given),i,1,16,3,.,6,-1.4,3,.,-1
O=C(CN1C(=O)c2ccccc2C1=O)NCC1COc2ccccc2O1 (stereo not given),i,-10,28,1,.,-4,-1.2,-2,-4,4
CCNc1nc(N)c(C(=O)C23CC4CC(CC(C4)C2)C3)s1,-0.8,10,16,0,1.5,-2,3.0,-3,.,7
CCOC(=O)Cc1csc(NS(=O)(=O)c2ccc3ccccc3c2)n1,-0.4,1,-11,-3,2.2,-5,-0.7,-2,3,5
Cc1ccc(S(=O)(=O)N2CCC(C(=O)N[C@H](C(=O)NCc3ccco3)C(C)C)CC2)cc1,-0.3,0,22,-1,.,3,1.4,0,-1,-1
CC(C)Cn1nnc2c(=O)oc3ccccc3c21,4.0,-3,6,11,.,10,1.6,10,-2,-5
CCNC(=O)C1(C)CCN(C(=O)c2cc(F)cc(F)c2)C1 (stereo not given),-1.2,.,.,.,0.1,.,.,.,6,-4
CCn1nnnc1SCC(=O)c1cc(Cl)ccc1OC,i,-1,15,-17,-5.2,3,0.6,3,-3,-6
CCc1cc(=O)oc2cc(OCC(=O)NCCCN3CCCC3=O)c(Cl)cc12,i,-4,-4,6,-0.5,-3,0.7,-2,1,7
Cc1ccccc1NC1C=CS(=O)(=O)C1 (stereo not given),-0.2,-5,25,1,.,0,-1.4,3,-4,4
COc1ccc(NS(=O)(=O)c2ccc(OCC(=O)N3CCCC3)cc2)cc1,i,-5,9,2,.,3,0.1,1,-3,4
Fc1ccc(-c2nnc3ccccn23)cc1,i,-3,-1,0,-0.7,.,0.7,2,-1,-1
CC(=O)NC12CC3CC(C1)CC(C(=O)N1CCN(S(=O)(=O)c4cccc(C(F)(F)F)c4)CC1)(C3)C2,11,-17,.,-11,1.4,0,-0.8,.,-3,5
OCC1(Cc2cccc(Cl)c2)CCCN(Cc2cn[nH]c2C2CCCCC2)C1 (stereo not given),i,13,6,0,1.4,-5,-1.5,-1,-10,17
CC(NC(=O)NCc1cccnc1)(C(F)(F)F)C(F)(F)F,-0.7,-23,16,-1,.,-4,0.3,-2,-10,-6
COc1ccc(OC)c(/C=C/C(=O)Nc2cccc(S(=O)(=O)N3CCCC3)c2)c1,-0.3,-9,36,-35,0.8,-84,-0.1,-3,-1,5
CSc1nnc(Cn2c(=O)sc3ccccc32)n1C,-0.2,-4,9,-3,0.7,-4,-2.6,8,-3,12
N/C(=N/S(=O)(=O)c1ccccc1)c1cccc([N+](=O)[O-])c1,-0.4,.,21,4,1.9,-10,-2.0,-3,-5,-2
CN(Cc1ccccc1)c1nc(CN2CCOCC2)nc2scc(-c3ccccc3)c12,0.9,21,17,0,.,2,-0.9,-1,1,40
CCN1C(=O)C(=O)N(CC(=O)Nc2cccc(C(F)(F)F)c2)C1=O,-4.5,-5,.,-9,1.1,3,-0.8,.,-4,5
Cc1cccc(N2CCN(C(=O)CS(=O)(=O)Cc3nc(-c4ccccc4F)oc3C)CC2C)c1 (stereo not given),-0.4,5,-32,8,0.9,-6,-1.8,2,-6,-5
CCN(CC(=O)Nc1ccc(NC(C)=O)cc1)C(=O)Cc1ccccc1F,-4.8,1,-4,-1,0.1,-3,0.2,-5,-3,2
CC(C)(C)CN1CCC(Oc2cccc(C(=O)NCCCOc3cccnc3)c2)CC1,i,-6,-9,6,2.1,-4,0.0,-2,7,8
O=C(Nc1cc(C(F)(F)F)ccc1F)C1CCCCC1,1.5,-22,6,-7,1.2,-12,-0.5,6,-2,-1
CN=C(NC(=O)Nc1c(C)cccc1C)NC(=O)Nc1c(C)cccc1C,-6.7,-2,17,8,0.4,1,0.4,4,0,0
CCCCn1nc2cc(C(=O)NCc3ccc(C(F)(F)F)cc3C(F)(F)F)ccc2c1OCC,i,0,13,3,1.3,3,15,2,0,21
Clc1ccc(-n2nnc(-c3nccs3)n2)cc1Cl,i,5,21,5,-4.8,-5,0.5,4,-4,-7

# Some of the entries above in a different format.
> COc1ccc(N2CCN(Cc3nc4c(c(=O)n(C)c(=O)n4C)n3C(C)C(C)=O)CC2)cc1 (stereo not given)
  BH1578 lux ind = -0.4 | SSB-PriA inh = -10 | VHR inh abs = 27 | MazEF act = 5 | TcdB inh = . | Rv3671c protease = -7 | PfHsp40 rescue = -1.4 | 3CLpro inhibitor = 5 | Anthrax LF inh2 = -2 | Yp Topo-I inh = -5

> CCN(CC)S(=O)(=O)c1ccc(/C=C/C(=O)OCC(=O)NCc2ccco2)cc1
  BH1578 lux ind = i | SSB-PriA inh = -4 | VHR inh abs = . | MazEF act = 0 | TcdB inh = 2.6 | Rv3671c protease = -3 | PfHsp40 rescue = -0.9 | 3CLpro inhibitor = . | Anthrax LF inh2 = 1 | Yp Topo-I inh = 8

# The list is partial, so the mix of outcomes need not match the whole.
